BoNT F protease: inhibitors of Botulinum neurotoxin F light chain protease. 360,000 compounds, 0.22% hits. inhibition, % at 10 µM. AID 588497. Multiplex microsphere protease cleavage assay, flow cytometry; in the data active = inhibition above about 35%, passing the limit was not always enough; inconclusive = no clear call, values can overlap the other calls; note: plate controls were buffer without enzyme for full effect and enzyme alone for no effect
CCHF vOTU inh: blocks the CCHF virus ovarian tumor domain protease; CCHFV vOTU protease, Pep-AMC fluorescence; inhibition, % at 11.5 µM; 370,000 compounds, 0.55% hits; AID 651958; note: 0% = vehicle wells with enzyme and 100% = no enzyme wells
BoNT-A LC inh2: BoNT A light chain protease inhibition; inhibition, % at 10 µM; 360,000 compounds, 0.17% hits; multiplex microsphere protease substrate cleavage, flow cytometry; in the data active = inhibition above about 30%; inconclusive = no clear call, values can overlap the other calls; note: plate controls were buffer without enzyme for full effect and enzyme alone for no effect
FBA Mtb inh: inhibitors of M. tuberculosis fructose-bisphosphate aldolase. P9WQA3. purified M. tuberculosis FBA, fluorescence read-out. inhibition, % at 1 µM. 360,000 compounds, 2.3% hits. AID 588726; in the data active = inhibition above about 27%;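 note: 0% = vehicle and 100% = reference inhibitor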
Target sequence (P9WQA3 whole entry, looked up): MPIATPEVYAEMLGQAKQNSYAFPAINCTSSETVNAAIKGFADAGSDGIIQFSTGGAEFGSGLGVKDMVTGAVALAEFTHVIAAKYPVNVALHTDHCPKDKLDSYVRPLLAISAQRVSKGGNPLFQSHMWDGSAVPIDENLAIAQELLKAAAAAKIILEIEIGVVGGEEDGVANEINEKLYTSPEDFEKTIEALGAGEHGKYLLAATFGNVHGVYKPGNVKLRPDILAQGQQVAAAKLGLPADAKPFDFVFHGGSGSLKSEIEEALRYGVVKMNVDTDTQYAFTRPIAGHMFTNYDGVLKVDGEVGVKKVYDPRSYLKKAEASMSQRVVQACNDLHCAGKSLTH
BioA inh: blocks M. tuberculosis BioA enzyme activity | purified M. tuberculosis BioA enzyme, plate reader | inhibition, % at 9.99 µM | 360,000 compounds, 0.096% hits | AID 602481; in the data active = inhibition above about 40%; inconclusive = no clear call, values can overlap the other calls
FadD28 binding: M. tuberculosis FadD28 bisubstrate binding inhibition; FadD28 bisubstrate probe binding, fluorescence polarization; inhibition, % at 12.5 µM; 360,000 compounds, 0.22% hits; in the data active = inhibition above about 8.5%, passing the limit was not always enough; inconclusive = no clear call, values can overlap the other calls
GDH-TPI counter: counter-screen for M. tuberculosis FBA inhibitors: GDH-TPI coupled enzymes | AID 588335 | GDH-TPI coupled enzyme counterscreen, NADH absorbance | 360,000 compounds, 1.2% hits | inhibition, % at 4.8 µM;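 note: 0% = DMSO wells and 100% = wells lacking the enzyme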
UGM FP inh: inhibitors of M. tuberculosis UDP-galactopyranose mutase; inhibition, % at 10 µM; purified UGM, fluorescence polarization probe displacement; 320,000 compounds, 0.06% hits; P9WIQ1; AID 504406; in the data active = inhibition above about 10%, passing the limit was not always enough; inconclusive = no clear call, values can overlap the other calls
Target sequence (P9WIQ1 whole entry, looked up): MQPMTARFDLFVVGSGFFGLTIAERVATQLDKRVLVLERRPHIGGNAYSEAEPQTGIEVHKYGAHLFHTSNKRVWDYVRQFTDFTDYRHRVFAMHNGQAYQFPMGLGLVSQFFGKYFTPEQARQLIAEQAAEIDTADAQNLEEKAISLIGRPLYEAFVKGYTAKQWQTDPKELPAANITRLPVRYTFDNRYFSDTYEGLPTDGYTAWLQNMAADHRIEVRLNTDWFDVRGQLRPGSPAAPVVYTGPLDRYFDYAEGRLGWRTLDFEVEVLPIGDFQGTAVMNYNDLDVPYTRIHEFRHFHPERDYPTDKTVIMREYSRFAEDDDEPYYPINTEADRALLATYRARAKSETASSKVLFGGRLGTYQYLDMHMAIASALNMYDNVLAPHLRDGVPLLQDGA
PrPC TRFRET: cell surface PrPC inhibition, primary TR-FRET screen | inhibition, % at 13.8 µM | TR-FRET read-out | 370,000 compounds, 0.43% hits | AID 720596 | P04156; in the data active = inhibition above about 24%; note: 0% = median of the test wells and 100% = reference compound wells
Starred values were filed as active, the others as inactive; ? = inconclusive; . = no result given. Cut-off read from the data, not from the text of the source, unless noted: active = inhibition above about 30%; inactive = the rest. Random draw from the library (roughly 4.8% active in at least one column).

SMILES	BoNT F protease	CCHF vOTU inh	BoNT-A LC inh2	FBA Mtb inh	BioA inh	FadD28 binding	GDH-TPI counter	UGM FP inh	PrPC TRFRET
COc1cccc(OC)c1C(=O)Nc1nnc(-c2ccc(F)cc2)s1	?	8.4	-2.7	3.2	4.8	2.2	5.2	2.0	3.4
Cc1ccc(NC(=O)C2CCCCC2C(=O)O)cc1Cl (configuration not stated)	-11.8	-10.1	-2.5	8.7	.	-2.6	3.2	-1.2	6.1
Cc1cc(Cl)ccc1OCC(=O)NC(=S)Nc1ccccc1N1CCOCC1	-9.9	-1.7	0.6	3.8	.	0.1	6.6	1.1	8.0
O=c1c(-c2ccc(F)cc2)coc2cc(O)ccc12	-3.3	-27.9	0.3	22.8	-0.2	0.0	11.3	1.9	4.3
CCC(=O)c1cn(CC(=O)NCc2cccnc2)c2ccccc12	0.3	-8.5	1.0	-2.3	-2.6	0.5	2.6	2.2	0.7
COc1cc(-c2noc(C)c2C(=O)NCc2ccc(C)o2)cc(OC)c1OC	0.9	16.1	0.2	0.7	0.4	0.0	3.1	3.7	5.8
CCC(CC)C(=O)Nc1cc([N+](=O)[O-])ccc1F	-5.0	6.8	-0.1	-1.8	.	-0.5	6.9	0.4	-14.3
O=C(Nc1ccncc1)C1CC(=O)N(c2ccccc2)C1 (configuration not stated)	-12.8	7.0	-1.7	0.8	0.2	-3.6	0.9	.	1.0
Nn1c(Cc2cccc3ccccc23)nnc1SCC(=O)N1CC(=O)Nc2ccccc21	0.9	-5.0	0.6	1.7	1.7	-0.6	-3.1	-0.6	8.6
O=C(NNC(=O)c1cc2ccccc2oc1=O)c1ccccc1[N+](=O)[O-]	-25.7	17.4	-1.4	2.0	0.0	0.0	25.1	2.5	-6.9
Cc1nn(CCCC(=O)NC2CCC(C)CC2)c(=O)c2nn(-c3ccccc3)c(C)c12 (configuration not stated)	3.4	10.7	-0.3	-2.9	0.5	-3.1	-12.9	1.0	4.0
COc1nc2ccccc2nc1OC	-7.4	18.6	-0.4	-1.2	-0.5	0.3	4.3	-1.4	12.8
CCCCN(C(=O)CCC(=O)OCC(=O)NCc1ccccc1)c1c(N)n(CCC)c(=O)[nH]c1=O	-6.3	16.3	-0.3	0.2	-1.4	0.1	6.7	1.4	-4.9
O=C(CSc1nnnn1Cc1ccccc1)N1CCN(c2ccccc2)CC1	1.9	-11.3	0.8	5.0	-0.8	-0.2	6.2	-1.2	6.7
CCOCCOC(=O)C1=C(C)N(C)C(=O)NC1c1cc(Cl)c(O)c(OCC)c1 (configuration not stated)	-33.1	14.9	-2.3	1.2	3.0	-2.0	17.4	-1.6	-7.6
O=C(c1cccc(S(=O)(=O)Nc2ccccc2Cl)c1)N1CCN(c2ccccc2O)CC1	3.5	3.3	-0.2	-0.6	.	-3.9	-3.5	1.1	-3.4
CN(CC(=O)Nc1ccccc1Br)C(=O)c1ccccc1OCc1ccc(F)cc1	-18.0	14.7	7.9	4.3	-0.2	0.1	1.0	-0.2	11.3
CCOc1ccc(NC(=O)CS(=O)CC(=O)N(CC(=O)NC(C)(C)C)C2CCCC2)cc1 (configuration not stated)	-2.6	5.7	-0.4	-2.6	-0.8	1.2	3.1	-1.6	1.8
Cc1ccn2c(NC(=O)c3cccs3)c(-c3ccccc3)nc2c1	-9.0	-13.1	0.3	1.4	.	-4.2	13.2	-1.5	6.2
COc1ccc(NC(=O)N2CCN(S(=O)(=O)c3ccc(F)cc3)CC2)c(OC)c1	1.6	0.6	-1.6	-1.8	-0.3	1.2	11.3	3.2	15.6
CCn1cc(CN2CCCC(CNC(=O)COc3ccccc3OC)C2)c(C)n1 (configuration not stated)	1.0	-2.7	0.6	-0.2	-0.3	-2.8	-8.4	2.4	2.4
CC(C)(C)c1ccc(-c2noc(-c3ccno3)n2)cc1	.	-2.1	.	4.1	1.9	-2.6	6.3	-0.2	-3.8
Cn1cc([N+](=O)[O-])c(C(=O)N(Cc2ccccc2)Cc2ccccc2)n1	-4.5	1.1	-0.4	2.0	.	-2.7	-3.7	5.4	-15.3
CC1Sc2ccc(S(=O)(=O)CCC(=O)NCc3cccs3)cc2NC1=O (configuration not stated)	-3.0	-10.5	-0.8	-1.7	25.4	-3.8	-6.3	-0.3	0.5
CCN(CC)S(=O)(=O)c1ccc2c(c1)nc(SCC(=O)N1CCCCCC1)n2-c1ccc(OC)cc1	0.6	4.2	0.1	-1.1	-2.1	-1.0	14.6	5.2	2.4

Further records follow:
SMILES	BoNT F protease	CCHF vOTU inh	BoNT-A LC inh2	FBA Mtb inh	BioA inh	FadD28 binding	GDH-TPI counter	UGM FP inh	PrPC TRFRET
Cc1ccc(/C=C/C(=O)N2CCN(c3ncccn3)CC2)o1	2.5	25.1	-0.6	0.1	.	-0.6	13.9	-1.1	1.2
COc1cc(C(O)P(=O)(OC(C)C)c2ccc(N(C)C)cc2)cc(OC)c1OC (configuration not stated)	7.8	4.8	0.5	2.8	-1.2	-2.8	2.8	0.0	-1.5
CCOC(=O)C1CCCN(C(=O)c2ccc([N+](=O)[O-])c(C)c2)C1 (configuration not stated)	-0.6	5.6	0.2	0.5	3.2	-0.1	5.7	1.7	1.4
CS(=O)(=O)N(CC(=O)N1CCCC1)c1ccc(OCc2ccccc2)cc1	2.3	0.7	?	2.1	0.8	-0.1	6.7	3.3	2.0
Cc1ccc(CNc2nc(C)c(C(=O)N(C)C)s2)cc1	-22.1	-1.0	-4.9	0.9	-0.9	-2.6	-3.7	-0.4	2.9
CCC(CC)c1nnc(NC(=O)CCc2ccc(OC)cc2)s1	18.8	1.2	0.5	0.1	0.5	1.1	0.4	-1.4	-0.8
N#C/C=C/N1CCN(C(=O)c2ccco2)CC1	6.8	-1.2	4.0	-2.9	0.8	0.5	-4.1	-1.6	-9.8
Cn1c(Cc2ccccc2)nnc1SCc1ccc(C(=O)O)cc1	5.1	-6.9	1.9	6.3	-1.3	1.9	7.0	-2.1	-5.7
CCOC(=O)c1c(C)[nH]c(C(=O)CN2C(=O)NC(C)(C)C2=O)c1C	-5.4	2.8	0.7	-0.7	-0.2	-0.9	-4.5	.	6.5
N=C1/C(=C\c2ccc(-c3cc(Cl)cc(Cl)c3)o2)C(=O)N=C2SC=C(c3ccccc3)N12	-14.7	12.1	1.1	1.2	-1.9	-1.5	-4.4	-1.8	8.7
CCN(CC)C(=O)CN1C(=O)NC2(CCc3ccccc3C2)C1=O (configuration not stated)	3.3	-0.5	-1.0	0.8	.	-1.8	-4.4	1.8	10.0
CCOC(=O)c1cc2c(=O)n3ccccc3nc2n(Cc2ccccc2)c1=N	-14.3	-57.9	0.1	79.1*	0.3	-2.3	-5.9	1.3	-24.4
Cc1cccc2sc(N3CCN(C(=O)C4COc5ccccc5O4)CC3)nc12 (configuration not stated)	-5.1	-3.3	-2.6	-1.7	-0.2	-4.3	-10.4	0.4	-6.4
CC(=O)c1sc(NC(=O)CCS(=O)(=O)c2ccc(C)cc2)nc1C	5.8	1.0	2.3	0.9	1.1	-3.9	-7.8	2.9	4.0
Cc1ccc(OCc2cc(C(=O)N3CCCC(O)C3)no2)cn1 (configuration not stated)	-6.1	-3.0	-0.1	-1.0	0.6	-4.7	-2.4	2.2	-3.3
CSC1=NCCN1C(=O)c1cccc(Br)c1	?	2.9	0.7	0.8	-2.5	-4.1	0.4	-2.0	4.7
CN1CCC(OC(c2ccccc2)c2ccc(Cl)cc2)C1 (configuration not stated)	-10.7	2.0	-0.7	1.4	-0.2	-0.7	7.0	.	-11.9
COc1ccc(-[n+]2c(-c3ccccc3)cc(-c3ccc(C)cc3)cc2-c2ccccc2)cc1	6.8	11.2	1.1	2.9	16.3	-1.9	27.6	2.5	29.1*
O=C(c1cccnc1)N1Cc2ccccc2-n2nncc2C1	6.3	14.2	0.2	-0.3	.	-1.7	7.1	.	-2.2
COC(=O)c1ccc(C2C(C#N)=C(N)Oc3cc(O)ccc32)cc1 (configuration not stated)	22.5	-6.2	3.8	-0.9	-0.5	2.0	-3.4	-6.6	4.6
Cc1cc(=O)[nH]c(N/N=C/c2cccs2)n1	0.9	4.0	-0.4	0.6	3.2	-1.6	16.7	-1.5	-5.8
COc1ccc(NC(=O)CSC(C)c2nc3ccccc3c(=O)[nH]2)cc1 (configuration not stated)	8.4	5.0	1.1	1.6	-0.9	-2.1	1.4	0.7	-5.9
CN(C1CCCCC1)S(=O)(=O)c1ccc(C(=O)Nc2sc3c(c2C(N)=O)CC(C)(C)NC3(C)C)cc1	-2.4	8.3	-1.4	1.5	-1.4	-1.9	9.6	-0.2	-8.7
C=CCNC(=O)/C(C#N)=C/c1ccc(OS(=O)(=O)c2ccc(C)cc2)c(OC)c1	-4.1	-11.4	-0.1	3.5	.	-4.4	12.2	-0.9	1.6
O=C(O)c1cnccn1	6.1	3.4	0.3	-1.1	1.0	-1.1	6.3	-1.7	-6.9

Look-ups from the results shown:
For CCHF vOTU inh, CCOC(=O)c1c(C)[nH]c(C(=O)CN2C(=O)NC(C)(C)C2=O)c1C shows 2.8
For BioA inh, N#C/C=C/N1CCN(C(=O)c2ccco2)CC1 shows 0.8
For BioA inh, CN(C1CCCCC1)S(=O)(=O)c1ccc(C(=O)Nc2sc3c(c2C(N)=O)CC(C)(C)NC3(C)C)cc1 shows -1.4
For FadD28 binding, CCN(CC)C(=O)CN1C(=O)NC2(CCc3ccccc3C2)C1=O (configuration not stated) shows -1.8
For FadD28 binding, CS(=O)(=O)N(CC(=O)N1CCCC1)c1ccc(OCc2ccccc2)cc1 shows -0.1
For UGM FP inh, CCC(CC)c1nnc(NC(=O)CCc2ccc(OC)cc2)s1 shows -1.4

Compounds listed so far that have an NH in an aromatic ring, in the order listed:
SMILES	BoNT F protease	CCHF vOTU inh	BoNT-A LC inh2	FBA Mtb inh	BioA inh	FadD28 binding	GDH-TPI counter	UGM FP inh	PrPC TRFRET
CCCCN(C(=O)CCC(=O)OCC(=O)NCc1ccccc1)c1c(N)n(CCC)c(=O)[nH]c1=O	-6.3	16.3	-0.3	0.2	-1.4	0.1	6.7	1.4	-4.9
CCOC(=O)c1c(C)[nH]c(C(=O)CN2C(=O)NC(C)(C)C2=O)c1C	-5.4	2.8	0.7	-0.7	-0.2	-0.9	-4.5	.	6.5
Cc1cc(=O)[nH]c(N/N=C/c2cccs2)n1	0.9	4.0	-0.4	0.6	3.2	-1.6	16.7	-1.5	-5.8
COc1ccc(NC(=O)CSC(C)c2nc3ccccc3c(=O)[nH]2)cc1 (configuration not stated)	8.4	5.0	1.1	1.6	-0.9	-2.1	1.4	0.7	-5.9

Some entries already given, limited to FBA Mtb inh, UGM FP inh and FadD28 binding:
| SMILES | FBA Mtb inh | UGM FP inh | FadD28 binding |
| --- | --- | --- | --- |
| CS(=O)(=O)N(CC(=O)N1CCCC1)c1ccc(OCc2ccccc2)cc1 | 2.1 | 3.3 | -0.1 |
| Cc1ccc(CNc2nc(C)c(C(=O)N(C)C)s2)cc1 | 0.9 | -0.4 | -2.6 |

Carrying on:
SMILES	BoNT F protease	CCHF vOTU inh	BoNT-A LC inh2	FBA Mtb inh	BioA inh	FadD28 binding	GDH-TPI counter	UGM FP inh	PrPC TRFRET
COc1ccc(N(C(=O)c2ccco2)S(=O)(=O)c2cccc([N+](=O)[O-])c2)cc1	0.8	8.7	-0.9	6.7	0.0	0.0	-2.0	-0.4	2.4
O=C(Cn1nc(-c2ccccc2)ccc1=O)NCCCN1CCOCC1	-8.5	0.9	0.1	2.5	0.7	-0.9	-3.8	-0.8	3.5
COc1ccc(C(=O)NNC(=O)C2CC=CCC2)cc1 (configuration not stated)	?	-2.2	0.7	0.8	-0.5	-0.6	-3.4	0.2	4.9
O=C(O)c1cn[nH]c1-n1cnnn1	5.5	-1.3	4.6	-3.3	-0.7	-1.2	15.4	-1.5	-1.8
CCOC(=O)C1CCCN(C(=O)c2cn(C)c(=O)c3cc(OC)c(OC)cc23)C1 (configuration not stated)	9.6	-11.9	2.4	-1.8	-0.3	-1.1	-9.5	-1.5	3.3
Clc1ccc(SCc2nc3ccccc3[nH]2)cc1	0.6	11.2	?	2.1	-0.6	-4.3	-5.6	-1.7	4.0

Source: PubChem (several laboratories)
